D1 agonist: Allosteric Agonists of the Human D1 Dopamine Receptor: qHTS; D(1A) dopamine receptor (Homo sapiens), P21728; HEK293 T-REx D1 cells, calcium flux, agonist mode; activation, % at 2 µM; 360,000 tested, 1% active; AID 504660, 2011; in the data active means activation above about 30%; further: 0% is about no effect
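Inducible HEK293 T-REx D1 cells, force-coupled to calcium signalling, were plated at 4000 cells/well with tetracycline and held overnight at 30 C. After no-wash calcium dye loading, compound-evoked calcium rise over 180 s flagged agonists.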
RXFP1 antag: qHTS Assay for Antagonists of the Relaxin Receptor RXFP1 | activity change, negative = inhibition, % at 57.5 µM | 350,000 tested, 0.59% active | AID 1259400, 2018 | HEK293-RXFP1, relaxin-stimulated cAMP HTRF, 30 min; stronger effect = lower value;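 active means activity change of -60% or lower, but not beyond a set lower limit; inconclusive means change between -60% and -40%, or beyond the set limit; inactive means change above -40%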; further: on the % scale 0 is the no-effect control and ±100 the full control effect
D2 PAM: HTS Assay for Positive Allosteric Modulators of the Human D2 Dopamine Receptor: Primary Screen for Potentiators | D(2) dopamine receptor (Homo sapiens), P14416 | HEK293 T-REx D2, calcium flux, EC20 dopamine potentiation | potentiation, % at 10 µM | 340,000 tested, 0.34% active;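 active means potentiation over 3 SD above the plate norm, cut at about 30% in these data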; further: 0% is about no effect
Target sequence (P14416 whole entry, looked up): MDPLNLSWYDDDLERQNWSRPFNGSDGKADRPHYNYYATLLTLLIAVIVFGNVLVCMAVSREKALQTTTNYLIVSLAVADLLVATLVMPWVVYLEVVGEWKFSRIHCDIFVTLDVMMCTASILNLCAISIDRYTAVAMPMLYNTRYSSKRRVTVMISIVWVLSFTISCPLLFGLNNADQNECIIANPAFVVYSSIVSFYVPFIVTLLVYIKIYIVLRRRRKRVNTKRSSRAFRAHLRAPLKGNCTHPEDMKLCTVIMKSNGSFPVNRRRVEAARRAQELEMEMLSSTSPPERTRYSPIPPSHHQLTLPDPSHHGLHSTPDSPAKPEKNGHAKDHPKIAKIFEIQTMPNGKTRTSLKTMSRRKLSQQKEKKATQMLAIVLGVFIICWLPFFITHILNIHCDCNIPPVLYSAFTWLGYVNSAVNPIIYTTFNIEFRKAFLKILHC
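Potentiation of an EC20 dopamine calcium response is measured in a force-coupled, tetracycline-inducible Hek293 Trex D2 line. Compound-only kinetic reads over 180 s flag agonists before dopamine addition.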
Glioma ERSR ind: qHTS for Inducers of the Endoplasmic Reticulum Stress Response (ERSR) in Human Glioma: qHTS | AID 602332, 2012 | U87-MG GRP78 promoter luciferase reporter, 16 h | Potency, µM, for the others: top-dose activation, most hits filed as activators | 420,000 tested, 0.02% active; further: potency means the concentration at half of the fitted maximal effect; series mostly up to about 76 µM; % of control where 0% means no effect; nearly all actives have a fitted effect of over 35% in size
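ERSR induction read as luciferase luminescence (Bright-Glo, 10 min at room temperature) in stably transfected human U87-MG glioma cells exposed to compounds for 16 h, using GRP78 as sensor.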
RXFP1 agonist: qHTS Assay for Agonists of the Relaxin Receptor RXFP1; Relaxin receptor 1 (Homo sapiens), Q9HBX9; HEK293T-RXFP1 cAMP TR-FRET, 30 min; response scale: percent of porcine relaxin response, buffer zero; Potency, µM (titrated, usually from 57.5 µM), for the others: at the highest dose activation, most hits filed as activators; 370,000 tested, 0.3% active; AID 2676, 2010; further: potency means the concentration at half of the fitted maximal effect; on the % scale 0 is the no-effect control and ±100 the full control effect; nearly all actives have a fitted effect of over 60% in size; many of its hits are not listed in these tables
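Agonist response is measured as cAMP accumulation in an RXFP1-transfected HEK293T line under PDE4 inhibition. Values are scaled between buffer-only and 29 nM porcine relaxin, and EC50s come from standard Hill equation fits.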
D1 antag: Antagonist of Human D 1 Dopamine Receptor: qHTS. HEK293 TREx D1 cells, calcium flux, dopamine EC80; stronger effect = lower value. activity change, negative = inhibition, % at 10 µM. 360,000 tested, 3.2% active. D(1A) dopamine receptor (Homo sapiens), P21728; in the data active means activity change below about -30%; further: on the % scale 0 is the no-effect control and ±100 the full control effect
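Tetracycline-induced HEK293 Trex D1 cells, force-coupled to calcium, dye-loaded; compounds added and read 180 s, then EC80 dopamine added and calcium flux tracked kinetically another 180 s.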
D1 PAM: Potentiators of Human D1 Dopamine Receptor: qHTS; potentiation, % at 10 µM; AID 504651, 2011; D(1A) dopamine receptor (Homo sapiens), P21728; HEK293 TREx D1 cells, calcium flux, dopamine EC20 potentiation; 360,000 tested, 0.036% active; in the data active means potentiation above about 30%; further: 0% is about no effect
Vif-APOBEC3F blk: qHTS for Inhibitors of Vif-A3F Interactions: qHTS; Potency, µM (doses to about 46.1 µM), for inactives: at the highest dose activity, negative = active; HeLa A3F-eYFP + Vif (tagged APOBEC3F with the HIV-1 protein that degrades it), YFP fluorescence increase; 390,000 tested, 0.2% active; further: potency means the concentration at half of the fitted maximal effect; % of control where 0% means no effect; nearly all actives have a fitted effect of over 65% in size
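HeLa cells stably expressing Vif plus C-terminally eYFP-tagged A3F were seeded, incubated overnight at 37 deg C, dosed with compound, incubated overnight again at 37 deg C. Yellow fluorescence (Ex 488/Em 500-530) reported blocked Vif-mediated A3F-eYFP degradation.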
Vif-A3G inh: qHTS for Inhibitors of Vif-A3G Interactions: qHTS; DNA dC->dU-editing enzyme APOBEC-3G (Homo sapiens), Q9HC16; HeLa A3G-eYFP + Vif (tagged APOBEC3G with the HIV-1 protein that degrades it), YFP fluorescence, overnight; Potency, µM (highest dose often 46.1 µM), without a hit: at the highest dose activity, negative = active, hits mostly inhibitors; 410,000 tested, 0.076% active;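 further: potency means the concentration at half of the fitted maximal effect; on the % scale 0 is the no-effect control and ±100 the full control effect; nearly all actives have a fitted effect of over 60% in size; hits raise eYFP signal because A3G escapes Vif-driven loss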
Target sequence (Q9HC16 whole entry, looked up): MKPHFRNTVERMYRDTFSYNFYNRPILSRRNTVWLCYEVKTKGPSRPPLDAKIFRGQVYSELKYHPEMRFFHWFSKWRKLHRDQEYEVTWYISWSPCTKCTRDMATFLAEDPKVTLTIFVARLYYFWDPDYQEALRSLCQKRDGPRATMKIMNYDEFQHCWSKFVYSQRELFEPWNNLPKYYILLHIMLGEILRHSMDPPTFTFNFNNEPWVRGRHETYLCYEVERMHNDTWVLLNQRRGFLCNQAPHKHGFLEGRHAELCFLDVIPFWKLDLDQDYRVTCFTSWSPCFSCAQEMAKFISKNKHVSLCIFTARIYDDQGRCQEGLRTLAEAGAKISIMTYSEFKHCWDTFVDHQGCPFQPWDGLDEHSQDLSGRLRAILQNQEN
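Read-out is eYFP fluorescence (Ex 488/Em 500-530) from Vif-expressing HeLa A3G-eYFP cells; more signal means A3G escaped Vif-mediated degradation. Cells plated overnight, compound pinned in, incubated overnight at 37 deg C.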
An asterisk follows results filed as active; ? = inconclusive; nt = not tested or not shown. Unless noted, the call rests on the fitted dose curve; in most records, active means well fitted curve in the direction sought with a large enough effect; inconclusive means small, poorly fitted or top-dose-only effect, or another doubt; inactive means no such curve, though single readings can be large; an effect the other way counts as inactive or inconclusive. A portion of the library. The share of hits here may be higher or lower than overall.

Values run as follows: D1 agonist	RXFP1 antag	D2 PAM	Glioma ERSR ind	RXFP1 agonist	D1 antag	D1 PAM	Vif-APOBEC3F blk	Vif-A3G inh
CCOC(=O)COc1ccccc1/C=C\[N+](=O)[O-]
    0	nt	-1	-13%	-0.8%	-86*	-11	2%	?
CCCCC1=CC2=CC(=O)C(C)(OC(=O)CC)C(=O)C2=CN1c1ccc(OC)cc1 (centres undefined)
    0	nt	-1	-5%	0.0%	10	2	0%	7%
O=c1[nH]c(CSc2ncc(-c3ccc(F)cc3)n2Cc2ccco2)nc2ccccc12
    1	-7	-5	1%	-0.1%	12	2	0%	1%
CC(NC(=O)CCC1COc2ccccc2O1)c1ccccc1 (centres undefined)
    2	-3	-15	0%	0.6%	-4	-1	2%	2%
Nc1nc(N)nc(-c2ccc(Cl)cc2)n1
    1	-17	-14	2%	0.1%	-4	0	-5%	-2%
CC/C(=N/Nc1ccccc1)c1cnnc(-c2ccccc2)n1
    -3	4	-4	-4%	-1.5%	-12	-4	0%	-6%
COc1ccc(NC(=O)CN(C)S(=O)(=O)c2ccc(Br)s2)cc1
    0	-5	nt	2%	-2.1%	1	0	-2%	0%
CC1CCCC(C)N1C(=O)COC(=O)/C=C/c1ccc(Br)o1 (centres undefined)
    nt	-10	nt	-3%	nt	nt	nt	3%	-1%
Cc1ccc(N2CC(C)Cn3c2nc2c3c(=O)[nH]c(=O)n2C)cc1 (centres undefined)
    6	3	-10	-1%	-0.2%	8	0	2%	-8%
CCOc1ccc(OCC)c(S(=O)(=O)NCCCN2CCOCC2)c1
    -2	0	21	0%	2.0%	14	-8	3%	0%
Cc1cccc(CC(C)NC(=O)CCc2nnc(-c3ccccc3)o2)n1 (centres undefined)
    1	-2	-4	-1%	-0.9%	-4	-4	8%	2%
O=S(=O)(c1ccccc1)N1CCN(CCc2ccccc2)CC1
    3	-6	-2	-4%	0.4%	-3	-3	1%	1%
O=C(Nc1cc(Cl)cc(Cl)c1)N1CCCC1
    4	-4	-7	1%	-2.1%	2	-4	-1%	-5%
C#CCOCCOCCOCCNc1nc(N2CCOCC2)nc(N2CCN(C(=O)CCCCCCCCCCNC(=O)[C@H](CO)n3cc(CCCSC)nn3)CC2)n1
    2	nt	-3	-2%	0.2%	-8	-5	-2%	-1%
Cc1nc2cc(N=NC3=C(O)CCCC3=O)ccc2s1
    3	-29	14	-1%	0.2%	17	-1	7%	0%

Values run as follows: D1 agonist	RXFP1 antag	D2 PAM	Glioma ERSR ind	RXFP1 agonist	D1 antag	D1 PAM	Vif-APOBEC3F blk	Vif-A3G inh
CCOC(=O)Cc1csc(NC(=O)c2sc3nc4ccc(C)cc4cc3c2N)n1
    nt	-5	nt	-2%	3.8%	nt	nt	-17%	-2%
N=c1c2c(-c3ccccc3)c(-c3ccccc3)n(Cc3ccco3)c2ncn1Cc1ccccc1
    35*	20	1	-11%	-0.6%	8	-1	-1%	1%
CC(C(=O)Nc1ccc(S(=O)(=O)N2CCCCC2)cc1)N1CCN(c2ccccn2)CC1 (centres undefined)
    0	nt	9	nt	13%	11	-5	nt	nt
COc1cc2c(cc1OC)C(c1cccs1)N(C(=O)c1cccc(S(=O)(=O)N(C)C)c1)CC2 (centres undefined)
    3	2	6	0%	3.5%	3	-1	6%	-4%
COc1cccc(/C=C(/C#N)c2nc3ccccc3[nH]2)c1OC(C)C(=O)O (centres undefined)
    1	11	0	1%	0.3%	-29	-5	2%	2%
O=C(O)CC1(CC(=O)NCc2ccc(F)cc2)CCCCC1
    3	-2	-3	-2%	0.2%	6	-4	-1%	-5%
COc1cc(C2C(C(=O)c3ccc(C)o3)=C(O)C(=O)N2CCN2CCOCC2)ccc1OCCC(C)C (centres undefined)
    4	8	-8	-3%	16µM*	-19	1	-9%	-3%
COC(=O)c1cc(-c2ccc(S(=O)(=O)N3CCCCC3)cc2)c(C(F)(F)F)s1
    10	nt	2	-6%	1.5%	-6	-10	4%	3%
Cc1c(C(=O)N2CCC(N3CCSCC3)CC2)oc2c(F)cccc12
    1	4	0	4%	2.0%	8	-3	-8%	0%
Cc1ccc(OC(=O)CSc2nnc(-c3ccc4c(c3)OCO4)o2)c(C)c1
    0	2	-1	-6%	-3.6%	-6	0	4%	1%
CCOC(=O)C1CCN(C(=O)Nc2ccc(C)c(Cl)c2)CC1
    4	-9	0	-3%	-0.2%	12	-9	-5%	0%
Cc1cc(C)n2c(SCC(=O)N(CC(C)C)c3c(N)n(CC(C)C)c(=O)[nH]c3=O)nnc2n1
    3	-18	-5	0%	2.1%	-1	-1	8%	-1%
Cc1ccc(S(=O)(=O)n2ccc3c(OCCOCCSCC(NC(=O)OC(C)(C)C)C(=O)O)cccc32)cc1 (centres undefined)
    4	-10	7	1%	0.0%	-12	-3	14%	3%
O=C(Oc1ccc(C(=S)N2CCCCC2)cc1)c1ccccc1F
    5	-14	10	1%	-2.9%	0	-5	3%	2%
O=C1NC(=S)NC1(c1ccccc1)c1ccccc1
    nt	-3	nt	-4%	nt	nt	nt	2%	-6%

Values run as follows: D1 agonist	RXFP1 antag	D2 PAM	Glioma ERSR ind	RXFP1 agonist	D1 antag	D1 PAM	Vif-APOBEC3F blk	Vif-A3G inh
Cc1cc(C)cc(OCC(=O)N(Cc2ccco2)c2c(N)n(Cc3ccccc3)c(=O)[nH]c2=O)c1
    1	0	11	-4%	-0.1%	9	nt	8%	-1%
COC(=O)CNc1nc(Cl)nc(Nc2ccc(C)cc2)n1
    -1	8	-4	3%	0.6%	-3	7	7%	1%
O=C(Nc1ccccc1)Nc1ccc2ccccc2n1
    3	10	22	3%	0.6%	-12	-4	-12%	0%
CSc1ccccc1NC(=O)Cn1nc([N+](=O)[O-])c(Cl)c1C
    0	1	0	-5%	-1.2%	-10	1	-2%	0%
Nn1c(SCC(=O)Nc2ccccc2)nnc1C1CCCCC1
    0	-1	-2	-4%	-1.6%	4	1	7%	-3%
CN(C)c1ccc(C(CNC(=O)c2cccs2)N(C)C)cc1 (centres undefined)
    2	5	-16	3%	-0.9%	2	-7	-5%	1%
O=C(c1ccccc1)C1CCN(C(=O)C2CCC(=O)N(Cc3cccc(F)c3)C2)CC1 (centres undefined)
    2	-8	14	-3%	3.8%	-4	0	-19%	2%
Cc1ccccc1C1=C/C(=C(\SS/C(C(=O)c2ccc(OCC(=O)O)c(Cl)c2Cl)=C2\C=C(c3ccccc3C)SS2)C(=O)c2ccc(OCC(=O)O)c(Cl)c2Cl)SS1
    nt	-35	nt	-3%	nt	nt	nt	0%	4%
O=C(Nc1ccc(-n2nncc2-c2ccco2)cc1)c1ccc(F)cc1
    0	25	-12	0%	-0.1%	-12	-3	-5%	3%
CN(NC(=O)Nc1ccc(Cl)cc1)c1ncc(C(F)(F)F)cc1Cl
    nt	-20	nt	1%	nt	nt	nt	-6%	-5%
CCN(CC)C(=O)COc1ccc(/C(C)=N/Nc2ncc(Cl)cc2Cl)cc1
    -1	-8	-2	2%	-0.1%	0	2	1%	-2%
COC(=O)CSc1nc(NCc2ccccc2)nc(N(C)C)n1
    8	-8	7	-1%	2.2%	-40*	-7	8%	0%
Cc1ccc(C2C(C#N)=C(N)Oc3cc(N)ccc32)cc1 (centres undefined)
    2	5	0	-3%	0.6%	2	-2	-13%	?
CSc1nnc(SCC2=NNC(=O)SC2)s1
    1	-2	4	-2%	2.3%	-5	-4	-3%	-1%
COc1ccccc1CN(C)C(=O)CSc1nnc(C2CC2)n1C1CC1
    1	3	-12	-5%	0.4%	-21	1	-4%	-7%

Values run as follows: D1 agonist	RXFP1 antag	D2 PAM	Glioma ERSR ind	RXFP1 agonist	D1 antag	D1 PAM	Vif-APOBEC3F blk	Vif-A3G inh
O=C(Nc1ccc(F)cc1F)c1c2c(nc3ccccc13)C(=O)N(C1CCCCC1)C2
    1	7	9	-3%	-0.6%	-2	-6	3%	-3%
Cc1ccccc1NC(=O)Cc1nc(COC(=O)CNS(=O)(=O)c2cccc(Br)c2)cs1
    6	-17	-8	3%	-0.3%	-12	7	-20%	1%
Cc1cc(N2CCN(C)CC2)nc2ccc(NC(=O)CCC(=O)NCCC3=CCCCC3)cc12
    nt	-4	nt	-1%	nt	nt	nt	1%	0%
COc1ccc(CNC(=O)CCNS(=O)(=O)c2ccc(Br)s2)cc1
    4	3	-5	-2%	0.1%	-8	6	-2%	2%
CCCn1c2ccccc2c2cnn(CC(=O)N(CC)c3cc(C)ccc3C)c(=O)c21
    3	-2	-13	-1%	7.6%	-2	3	3%	11%
Cc1ccc2oc(=O)c3cnn(CC(=O)N(CCCN4CCOCC4)Cc4ccco4)c3c2c1
    1	-9	-10	1%	4.6%	-4	-7	?	-4%
CCCCCCCCCCCCCCCC[n+]1ccc(/C=N/O)cc1
    16	-30	-15	-15%	2.5%	43	4	9%	-14%
CCOc1cc(Br)c(C2C(C(=O)OC)=C(C)NC3=C2C(=O)c2ccccc23)cc1OCC (centres undefined)
    -1	-5	3	-2%	-1.8%	-3	-2	-8%	1%
CC1CCN(S(=O)(=O)c2cnc(Cl)c(Br)c2)CC1
    56*	-5	1	-5%	0.4%	3	-6	0%	-1%
Cc1nn2c(=O)cc(COC(=O)c3cccc(NC(=O)c4cccs4)c3)nc2s1
    0	-14	2	-9%	15%	8	0	0%	1%
COC(=O)c1c(NC(=O)C2CC(C)=C(C)CC2C(=O)O)sc2c1CCCCC2 (centres undefined)
    1	-3	10	2%	3.9%	10	-1	2%	1%
CC1=NN(c2ccc(C(=O)O)c(N)c2)C(=O)C1
    3	-23	19	0%	0.0%	9	0	1%	0%

Screens: PubChem BioAssay, National Center for Advancing Translational Sciences (NCATS)
